MC4R ag barr – human MC4R agonism via beta-arrestin; P32245; U2OS MC4R beta-arrestin complementation, luminescence; percent of melanotan II response, DMSO zero; activation, % at 8.9 µM; 360,000 compounds, 0.98% hits; AID 540308;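 active = activation above a per-plate cutoff, the mean activation of sample wells on that plate plus 3 SD, cut at about 8% in these data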
HTR2A ag – activates the mouse 5-HT2A serotonin receptor | P35363 | CHO-K1 mHTR2A beta-arrestin complementation, luminescence; percent of 30 µM serotonin response | activation, % at 7.6 µM | 360,000 compounds, 0.66% hits;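 active = activation above a run cutoff, the mean activation of all tested compounds plus 3 SD, cut at about 14% in these data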;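 note: 0% = plate median of compound wells and 100% = 30 µM serotonin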
ABCB6 inh 2 – inhibitors of human ABC transporter ABCB6; Q9NP58; K562-ABCB6 porphyrin accumulation, flow cytometry, 1 h; stronger effect = lower value; fluorescence ratio to DMSO, % at 10 µM; 360,000 compounds, 0.19% hits; AID 602162;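 active = fluorescence ratio to DMSO below 75%, the collection mean minus 3 SD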;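 note: signal is porphyrin accumulated inside mitochondria; 100% equals median channel fluorescence of DMSO control wells; lower ratio means ABCB6 inhibition with less porphyrin fluorescence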
MC4R antag cAMP – blocks human MC4R cAMP signaling. AID 540295. 360,000 compounds, 0.48% hits. P32245. inhibition, % at 6.5 µM. MC4R-expressing cells, MTII-stimulated cAMP, LANCE TR-FRET;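 active = inhibition above its plate's cutoff, the mean of tested wells on that plate plus 3 SD, cut at about 29% in these data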;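 note: 0% = Melanotan II alone and 100% = Melanotan II plus saturating MCL0020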
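Assay system: U2OS-MC4R stable cell line; Also added: Melanotan II; Technique: Eu-cAMP/anti-cAMP TR-FRET, emission 671 nm; Times: 30-min compound, 1-h challenge, 1-h detection, room temperature.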
N-glyco inh – blocks N-linked glycosylation in D54 reporter cells; D54 ERlucT glycosylation luciferase reporter, 24 h; percent of 100 nM tunicamycin response; reporter increase, % at 12.5 µM; 360,000 compounds, 0.23% hits; AID 588692;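 active = mean luciferase reporter signal, scaled so untreated is 0 and the glycosylation-blocking control 100, at or above a set limit in every replicate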;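 note: luciferase carries N-glycosylation sites so blocking glycosylation raises the light; 0% = median of neutral control wells and 100% = median of 100 nM tunicamycin wells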
hiPSC survival – enhancers of human iPSC single-cell survival | hiPSC single-cell survival, ATPlite luminescence; 100% = ROCK inhibitor wells, 0% = DMSO | survival enhancement, % at 20 µM | 360,000 compounds, 0.044% hits; in the data active = survival enhancement above about 18%;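 note: cells exposed to compounds for 16 hours before the ATP read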
ABHD5 PLIN5 PPI – ABHD5-PLIN5 protein interaction inhibition | Q00G26+Q8WTS1 | Split G. princeps luciferase complementation, luminescence, 4 h | 360,000 compounds, 0.78% hits | inhibition, % at 4 µM | AID 602281;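 active = inhibition above the mean inhibition across every tested compound plus 3 SD, cut at about 22% in these data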;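 note: 0% = DMSO only wells and the 100% control is not disclosed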
Target sequence (Q00G26 whole entry, looked up): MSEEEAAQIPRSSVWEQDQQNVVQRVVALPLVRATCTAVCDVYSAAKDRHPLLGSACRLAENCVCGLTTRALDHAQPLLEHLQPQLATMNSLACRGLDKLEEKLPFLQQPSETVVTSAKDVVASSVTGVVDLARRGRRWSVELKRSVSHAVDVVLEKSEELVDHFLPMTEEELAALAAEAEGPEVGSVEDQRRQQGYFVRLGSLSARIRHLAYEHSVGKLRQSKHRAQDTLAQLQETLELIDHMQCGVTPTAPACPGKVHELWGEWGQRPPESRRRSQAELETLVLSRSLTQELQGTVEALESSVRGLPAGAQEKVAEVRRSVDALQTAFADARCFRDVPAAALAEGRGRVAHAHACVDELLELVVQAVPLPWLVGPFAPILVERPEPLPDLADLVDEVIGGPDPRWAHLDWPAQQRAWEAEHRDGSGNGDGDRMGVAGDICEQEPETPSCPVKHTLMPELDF
Target sequence (Q8WTS1 whole entry, looked up): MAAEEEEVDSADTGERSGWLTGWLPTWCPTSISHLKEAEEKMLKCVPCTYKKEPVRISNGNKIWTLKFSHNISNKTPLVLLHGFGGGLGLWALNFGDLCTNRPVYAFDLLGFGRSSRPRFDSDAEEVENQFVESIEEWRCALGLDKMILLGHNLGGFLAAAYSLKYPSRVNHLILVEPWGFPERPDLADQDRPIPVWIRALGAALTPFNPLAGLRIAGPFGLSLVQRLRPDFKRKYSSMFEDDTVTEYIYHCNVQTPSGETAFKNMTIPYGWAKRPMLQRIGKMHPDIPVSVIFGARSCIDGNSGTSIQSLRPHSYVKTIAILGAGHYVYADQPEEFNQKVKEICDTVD
Cardio protect – modulators protecting cardiomyocytes from myocardial damage. H9c2 cardiomyocytes, H2O2 injury protection, ATPLite, 2 h. protection from H2O2 cell death, % at 20 µM. 360,000 compounds, 0.63% hits. AID 588492;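 active = compounds giving at least 50% protection of heart cells from peroxide-induced death in the single-dose screen, raw or plate-pattern-corrected value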;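 note: 0% = DMSO wells with peroxide and 100% = DMSO wells without peroxide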
aDG glyco up – increases alpha dystroglycan glycosylation; Pro5-aDG cells, alpha-DG glycosylation AlphaScreen (IIH6); 0% Pro5, 100% B10-LARGE cell signal; activation, % at 10 µM; 360,000 compounds, 0.22% hits;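 active = activation of at least 8% versus controls, or a plate z-score of at least 8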;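 note: Pro5 are CHO cells carrying HIG-tagged alpha-DG that lacks glycosylation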
Exocytosis inh – blocks lytic granule exocytosis; inhibition, % at 10 µM; TALL-104 LAMP-1 surface exposure, flow cytometry; cells stimulated with thapsigargin and PMA; 360,000 compounds, 0.66% hits;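 active = inhibition above about 55%, limit read from the data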
* marks the source's active call; other numbers are inactive results; . = no result given.

Molecule,MC4R ag barr,HTR2A ag,ABCB6 inh 2,MC4R antag cAMP,N-glyco inh,hiPSC survival,ABHD5 PLIN5 PPI,Cardio protect,aDG glyco up,Exocytosis inh
O=C1CN(C(=O)C2CC2)c2ccccc2N1,-1.6,-2,91,-2,0,0.8,1,2,-0.2,-2
CSc1ccc(S(=O)(=O)Nc2ccc3c(c2)OCCO3)cc1,-0.2,4,95,9,-3,0.0,3,-36,0.0,2
CCOC(=O)c1cc(-c2ccccc2)n(CCC(=O)N2CCN(c3ccc(OC)cc3)CC2)c1C,0.0,0,103,4,-1,4.0,0,15,-0.4,-4
O=C1Cc2ccccc2C(=O)N1OCc1ccc(Cl)cc1,-2.0,4,97,8,3,-0.3,-1,11,-0.3,0
Cc1cc(C=C2C(=O)c3ccccc3C2=O)c(C)n1-c1cccc(C(=O)O)c1,-2.3,-2,101,3,1,0.6,3,-4,-0.2,-1
Cc1ccc(NS(=O)(=O)c2ccc(N3C(=O)CCC3=O)cc2)cc1,-1.9,-3,96,4,-1,0.6,-4,-5,-0.2,2
CCOC(=O)c1c(C)[nH]c(C(=O)COC(=O)c2[nH]c(C)c(C(C)=O)c2C)c1C,4.2,3,92,15,-1,-1.9,0,-10,0.0,-3
CN(C)c1ccc(C2SCCN2C(=O)c2ccc([N+](=O)[O-])cc2)cc1 (stereo not drawn),-0.4,-1,95,-7,0,-0.8,-8,-2,-0.1,-3
O=C(Nc1ccccc1)c1ccccc1CSc1ccccc1,0.3,-10,97,13,-3,1.4,1,-4,-0.1,-2
N#CC(C(=O)Nc1ccc(Cl)c(Cl)c1)=C1Nc2ccccc2N1,6.2,1,99,2,1,-6.6,5,-9,0.1,3
O=C(CC12CC3CC(CC(C3)C1)C2)NCc1ccncc1,-1.4,2,92,2,1,-1.5,6,4,0.0,0
CC(=O)O[C@H]1CC[C@@]2(C)C(=CC[C@H]3[C@@H]4CC[C@H](C5(C)OCCO5)[C@@]4(C)CC[C@@H]32)C1,-0.1,2,98,7,1,-0.9,-7,9,0.0,-6
COc1cc(OC)c(OC)cc1/C=N/Nc1ccc(Cl)nn1,-0.1,-1,99,-8,6,-0.6,7,4,-0.1,4
O=c1c(O[C@@H]2O[C@H](CO)[C@@H](O)[C@H](O)[C@H]2O)c(-c2ccc(O)cc2)oc2cc(O)cc(O)c12,-1.0,-3,98,-4,-1,-1.3,7,1,-0.2,31
Cc1ccc2oc(C(=O)N(Cc3ccccc3)C3CCS(=O)(=O)C3)c(C)c2c1 (stereo not drawn),-4.7,-9,100,9,-1,-0.2,-11,2,0.3,-2
Cc1cc(NC(=O)Cn2c(=O)oc3ccc(Cl)cc32)no1,2.6,9,92,6,1,-0.4,-4,2,-0.3,-2
CC(=O)Nc1ccc(C(=O)c2ccccc2)cc1,1.3,1,189,16,-2,3.3,-5,4,0.4,-8
O=C(CN1CCN(c2ccccn2)CC1)Nc1ccc(Br)cc1,1.0,1,90,20,2,-0.6,4,-1,0.1,-4
O=c1[nH]c(-c2ccc(-c3cccc(Cl)c3)o2)nc2ccccc12,13*,1,99,-3,-1,-5.1,6,-14,-0.2,6
CC(C)Sc1nnc(CNC(=O)C23CC4CC(CC(C4)C2)C3)n1C1CCCCC1,1.6,-1,87,5,0,0.7,0,-2,0.1,-9
Cc1cccc(NC(=O)COC(=O)COc2ccc3c(c2)CCC3)c1,4.3,-5,92,3,0,-2.9,-10,-3,-0.3,-2
COc1ccccc1N1CCN(C(=O)c2ccc(Cl)c(S(=O)(=O)NCc3ccco3)c2)CC1,-0.3,0,95,-3,17,-1.2,6,10,-0.1,0
O=C1C(=O)N(c2nccs2)C(c2ccccc2)/C1=C(\O)c1ccc2c(c1)OCCO2 (stereo not drawn),-2.2,7,110,7,-4,-0.3,0,10,0.0,1
CCCOc1ccc(C(=O)NNC(=S)NC(=O)c2cc(-c3ccccc3)nc3ccccc23)cc1,-1.5,1,89,14,6,3.7,-7,4,0.8,-1
CN(C)C=NC(=O)c1cccn1-c1ncc(C(F)(F)F)cc1Cl,0.0,-1,98,0,0,0.4,12,5,0.4,-1
O=C(O)C1Nc2c(O)cc(Cl)c([N+](=O)[O-])c2C2C=CCC12 (stereo not drawn),-3.4,2,107,-2,-1,1.7,14,10,0.0,-1
Cn1c(CCNC(=O)c2cccs2)n[nH]c1=S,-0.9,5,80,-1,0,-1.0,-7,3,0.1,-2
Cc1c(C)n(CCC#N)c2ccc(Cl)cc12,-0.2,-6,95,1,-1,3.1,2,0,0.2,1
CCCC(=O)NC(=S)Nc1ccccc1C(=O)OC,-0.7,-4,91,-7,2,-2.6,-3,11,-0.2,3
CCC(=O)N1CCc2cc(Br)cc(S(=O)(=O)N3CCC(C(=O)NC(C)(C)C)CC3)c21,1.8,10,92,5,1,0.8,3,-1,0.1,5

Part of the list above in order of heavy-atom count, highest first.
Molecule,MC4R ag barr,HTR2A ag,ABCB6 inh 2,MC4R antag cAMP,N-glyco inh,hiPSC survival,ABHD5 PLIN5 PPI,Cardio protect,aDG glyco up,Exocytosis inh
CCCOc1ccc(C(=O)NNC(=S)NC(=O)c2cc(-c3ccccc3)nc3ccccc23)cc1,-1.5,1,89,14,6,3.7,-7,4,0.8,-1
CCC(=O)N1CCc2cc(Br)cc(S(=O)(=O)N3CCC(C(=O)NC(C)(C)C)CC3)c21,1.8,10,92,5,1,0.8,3,-1,0.1,5
CC(C)Sc1nnc(CNC(=O)C23CC4CC(CC(C4)C2)C3)n1C1CCCCC1,1.6,-1,87,5,0,0.7,0,-2,0.1,-9
O=C(CN1CCN(c2ccccn2)CC1)Nc1ccc(Br)cc1,1.0,1,90,20,2,-0.6,4,-1,0.1,-4
Cc1cc(NC(=O)Cn2c(=O)oc3ccc(Cl)cc32)no1,2.6,9,92,6,1,-0.4,-4,2,-0.3,-2
CCCC(=O)NC(=S)Nc1ccccc1C(=O)OC,-0.7,-4,91,-7,2,-2.6,-3,11,-0.2,3
CC(=O)Nc1ccc(C(=O)c2ccccc2)cc1,1.3,1,189,16,-2,3.3,-5,4,0.4,-8
Cn1c(CCNC(=O)c2cccs2)n[nH]c1=S,-0.9,5,80,-1,0,-1.0,-7,3,0.1,-2
Cc1c(C)n(CCC#N)c2ccc(Cl)cc12,-0.2,-6,95,1,-1,3.1,2,0,0.2,1

(list continues)
Molecule,MC4R ag barr,HTR2A ag,ABCB6 inh 2,MC4R antag cAMP,N-glyco inh,hiPSC survival,ABHD5 PLIN5 PPI,Cardio protect,aDG glyco up,Exocytosis inh
COCCNC(=O)C(c1ccc(Cl)cc1)N(C(=O)Cn1nnc2ccccc21)c1cccnc1 (stereo not drawn),5.8,6,96,12,-2,5.3,-4,8,-0.1,-1
Cc1ccc2[nH]c3ccccc3c(=O)c2c1,0.3,-2,96,19,4,-0.7,2,-10,0.6,0
COCCNc1nc(Oc2cncc(Cl)c2)c2sccc2n1,0.5,4,93,-1,-8,12,-7,0,0.1,10
O=C1C=C(c2ccccc2C(F)(F)F)C[C@@H](c2ccc3c(c2)OCO3)C1,-1.1,1,99,3,-2,0.7,-2,-8,-0.2,14
CCOC(=O)N1CCN(C(=O)CN(Cc2ccc(Cl)cc2)S(=O)(=O)c2ccc(C)cc2)CC1,-0.5,0,109,-5,-1,-1.1,-3,3,0.3,-1
Nc1nc2ccccc2n1CCOc1ccc(F)cc1,-0.3,-9,97,-3,1,0.9,-4,-8,0.2,-1
COCc1ccc(CN2CCC(n3nccc3NC(=O)c3ccc4c(c3)OCO4)CC2)o1,-0.2,-4,103,-2,1,-0.2,-5,2,0.1,-2
COc1ccc(Cn2c(=O)[nH]c3cc(C(=O)NCCCN4CCCCC4)ccc3c2=O)cc1,-2.2,-10,95,-5,-2,-1.0,3,0,-0.1,0
Cc1cc(C(=O)Nc2ccccc2C(=O)O)ccc1NC(=O)COc1cccc([N+](=O)[O-])c1,-0.6,3,98,0,1,1.7,-2,7,0.0,-2
CCOc1ccccc1NC(=O)NC1Cc2ccccc2C1,1.9,3,98,5,1,0.2,3,-1,0.0,10
CC1(C)NC(=O)N(CC(=O)Nc2ccc(-n3cnnn3)cc2)C1=O,-1.5,6,99,4,-2,-2.0,-3,0,-0.3,-1
Fc1ccccc1N1CCN(c2ncnc3[nH]ncc23)CC1,0.4,2,88,9,-3,-1.8,3,-6,0.6,0
CSc1ccccc1NC(=O)CN(C)C(C)C(=O)NC(=O)NC1CCCCC1 (stereo not drawn),-0.4,7,89,5,1,0.3,-5,-4,0.2,4
CC(C)(C)c1csc(NC(=O)c2cccs2)n1,-1.4,-1,97,7,-6,-0.9,-5,-12,0.4,0
CN(C)C(CNC(=O)CSC(=S)N1CCCC1)c1ccccc1 (stereo not drawn),-2.0,-3,102,3,-2,-0.7,-2,10,-0.2,-2
O=C(c1ccc(F)cc1)N1C2CCC1CC(O)(c1ccc(F)cc1)C2 (stereo not drawn),-0.9,-2,100,12,3,0.8,-2,-5,-0.2,0
COc1ccccc1Cc1c(-c2ccc(Cl)cc2)nc2c(Cl)cc(C(F)(F)F)cn12,.,-1,94,.,.,-0.5,-1,.,-0.1,0
O=C(Cc1ccc(Br)cc1)OCC(=O)N1CCOCC1,-2.3,9,96,6,2,-0.1,3,11,-0.1,-5
COc1cc(Cl)ccc1OCc1cc(C(=O)N2CCC(N(C)C)C2)no1 (stereo not drawn),-3.6,0,102,14,-3,1.1,-11,0,0.3,2
CC(C)(CO)NCc1cccs1,6.6,0,101,5,-1,-2.4,0,4,-0.1,-14
COC(=O)C1=C(C)N(Cc2ccccc2)C(=O)N[C@H]1CCc1ccccc1,-1.6,5,104,3,-1,-2.0,5,-1,-0.2,11
CCO[C@H]1OC(C(=O)N2CCN(C)CC2)=C[C@@H](c2csc3ccccc23)[C@@H]1CCCO,-1.6,1,96,-1,0,0.2,-2,1,0.2,-3
Cc1ccccc1-c1nnn(CC(=O)N2CCN(C(=O)c3ccco3)CC2)n1,-3.5,0,100,5,-1,0.2,-1,-2,-0.3,29
Cc1cc(=O)[nH]c(SCC(=O)N2CCC(C(N)=O)CC2)n1,1.3,0,97,3,1,2.7,2,4,-0.2,-1
C=CCn1c(SCC(=O)NCC2CCCO2)nc2sc(C)c(C)c2c1=O (stereo not drawn),-3.3,2,95,-12,-1,1.9,0,-2,-0.1,0
CCOc1cc(CNCCCN2CCOCC2)ccc1OCC(=O)NC(C)(C)C,2.4,0,100,23,3,1.2,-2,8,-0.1,-3

Bioassay records from PubChem.
